BaF3 tox – parental Ba/F3 cell viability inhibition, counter-screen for JAK2V617F inhibitor project, murine pro-B, CellTiter-Glo luminescence; CellTiter-Glo ATP luminescence; inhibition, % at 5.6 µM; 220,000 compounds, 1.1% hits; AID 1486, 2009;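 active = inhibition above a per-campaign cutoff, the mean inhibition of all tested compounds plus 3 SD, cut at about 27% in these data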;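 note: 0% = DMSO wells and 100% = JAK Inhibitor I control wells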
PERK inhibitor – block of dimerizer-induced PERK translation repression, primary screen, PERK inhibitor project, CHO PERK-DD cells, SEAP luminescence, HTS | AID 1416, 2008 | 220,000 compounds, 0.17% hits | Eukaryotic translation initiation factor 2-alpha kinase 3 (Homo sapiens), Q9NZJ5 | inhibition, % at 5.6 µM | CHO PERK-DD fusion, SEAP luminescence translation reporter;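 active = inhibition above the mean inhibition of all tested compounds plus 3 SD, set separately per screening campaign, cut at about 2.9% in these data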;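 note: PERK kinase domain activated by AP20187 dimerizer at 100 nM; 0% = DMSO with dimerizer and 100% = rapamycin at 8.4 µM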
EP2 modulator – EP2 receptor modulators, cAMP readout, primary screen, cell-based, HTRF cAMP, PGE2 stimulation | Prostaglandin E2 receptor EP2 subtype (Homo sapiens), P43116 | EP2-expressing cells, cAMP HTRF FRET, PGE2 co-stimulation | induction, % at 25 µM | 260,000 compounds, 0.83% hits;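 active = compounds whose cAMP rise, as percent of the full-agonist control response, exceeds 60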;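 note: rat C6 glioma line stably carrying human EP2 under a CMV promoter; the protocol text gives 20 µM as final concentration; 100% = response of wells given 1 µM PGE2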
Target sequence (P43116 whole entry, looked up): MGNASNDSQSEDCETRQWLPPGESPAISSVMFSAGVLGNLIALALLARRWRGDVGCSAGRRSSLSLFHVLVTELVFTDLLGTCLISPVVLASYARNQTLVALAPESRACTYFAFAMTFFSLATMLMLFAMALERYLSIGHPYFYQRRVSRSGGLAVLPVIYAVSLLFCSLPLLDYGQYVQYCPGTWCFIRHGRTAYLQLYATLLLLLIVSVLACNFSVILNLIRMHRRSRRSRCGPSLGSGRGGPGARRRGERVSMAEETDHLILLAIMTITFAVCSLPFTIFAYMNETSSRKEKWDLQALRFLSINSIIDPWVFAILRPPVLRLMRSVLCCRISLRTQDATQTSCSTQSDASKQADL
TRPN1 ag – zebrafish TRPN1 channel agonists, primary screen, cell-based, HEK293, calcium fluorescence. transient receptor potential cation channel N1 (TRPN1/NompC), Danio rerio. HEK293 zebrafish TRPN1-YFP, Fluo-8 calcium fluorescence; 100% = response to 87 µM carbachol. activation, % at 3 µM. 220,000 compounds, 0.18% hits. AID 1424, 2008;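 active = activation above its plate's cutoff, the mean activation of test wells on that plate plus 3 SD, cut at about 19% in these data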;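 note: 0% = DMSO alone and 100% = 87 µM carbachol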
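Material: zebrafish TRPN1-YFP in HEK293 cells; Doses: single test compound dose, 3 µM nominal, 0.3% DMSO; Timing: dye loading 1 h at 37 °C, then 30 min room temperature; Technique: intracellular calcium fluorescence with Fluo-8; Benchmarks: high carbachol 87 µM, low DMSO alone.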
S1P4 agonist – S1P4 receptor agonists, primary screen, cell-based; activation, % at 4.98 µM; AID 1509, 2009; 220,000 compounds, 0.35% hits; S1P4-expressing cell line, agonist reporter assay; Sphingosine 1-phosphate receptor 4 (Homo sapiens), O95977; in the data active = activation above about 11%;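 note: 0% = DMSO vehicle and 100% = reference agonist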
TRPML3 agonist – human TRPML3 channel agonists, primary screen, cell-based, HEK293 TRPML3-YFP, Fluo-8 calcium fluorescence, 3 µM; activation, % at 3 µM; AID 1448, 2008; 220,000 compounds, 0.29% hits; 100% = the carbachol control signal; Mucolipin-3 (Homo sapiens), Q8TDD5;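 active = activation above its plate's cutoff, the mean activation of the plate's test wells plus 3 SD, cut at about 12% in these data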;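 note: 0% = DMSO only wells and 100% = carbachol wells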
Target sequence (Q8TDD5 whole entry, looked up): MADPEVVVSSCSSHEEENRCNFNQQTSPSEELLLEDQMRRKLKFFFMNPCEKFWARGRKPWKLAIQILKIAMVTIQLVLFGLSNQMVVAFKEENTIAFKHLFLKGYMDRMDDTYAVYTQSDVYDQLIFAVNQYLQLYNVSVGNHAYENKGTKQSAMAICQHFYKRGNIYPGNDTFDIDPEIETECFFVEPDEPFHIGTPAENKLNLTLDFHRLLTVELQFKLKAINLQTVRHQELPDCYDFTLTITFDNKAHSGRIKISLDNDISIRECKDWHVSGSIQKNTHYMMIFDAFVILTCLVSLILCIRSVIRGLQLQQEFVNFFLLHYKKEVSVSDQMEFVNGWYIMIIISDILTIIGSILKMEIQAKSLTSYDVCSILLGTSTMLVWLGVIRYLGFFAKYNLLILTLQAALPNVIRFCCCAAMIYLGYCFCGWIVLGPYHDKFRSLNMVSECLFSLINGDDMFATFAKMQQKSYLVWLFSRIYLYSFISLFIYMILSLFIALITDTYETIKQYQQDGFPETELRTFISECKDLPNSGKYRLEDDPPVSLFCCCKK
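Test system – HEK293 line with stable expression of human TRPML3-YFP channel · Control set – carbachol 87 µM final as high control (100%), DMSO as low control (0%) · Signal – Fluo-8 calcium dye fluorescence, ex 470-495, em 515-575 nm · Incubation – 1-h 37 °C dye load, 5-s basal, 120-s post-compound reads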
S1P4 antagonist – S1P4 receptor antagonists, primary screen, cell-based; Sphingosine 1-phosphate receptor 4 (Homo sapiens), O95977; S1P4-expressing cells, antagonist mode, reporter read-out; inhibition, % at 4.98 µM; 220,000 compounds, 0.26% hits; in the data active = inhibition above about 29%;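 note: 0% = wells stimulated with agonist and 100% = vehicle wells without agonist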
Ba/F3 V617F tox – reduced viability of JAK2V617F-dependent Ba/F3 cells, primary screen, JAK2V617F inhibitor project, cell-based, Ba/F3 EpoR-JAK2V617F, luminescence | ATP luminescence | inhibition, % at 5.6 µM | 220,000 compounds, 1.1% hits;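 active = inhibition above the campaign mean plus 3 SD over all tested compounds, cut at about 24% in these data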;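 note: cytokine-independent growth of Ba/F3 cells driven by EpoR plus mutant JAK2; 0% = DMSO-treated cells and 100% = JAK inhibitor I control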
Calpain2 inh – inhibitors of pig calpain II, primary screen, biochemical, fluorogenic peptide substrate, 1536-well. purified calpain II, 30 min. inhibition, % at 16 µM. 220,000 compounds, 0.37% hits. AID 1236, 2008;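 active = inhibition above about 50%, limit read from the data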
An asterisk follows results filed as active; & = joins results of further samples.

SMILES	BaF3 tox	PERK inhibitor	EP2 modulator	TRPN1 ag	S1P4 agonist	TRPML3 agonist	S1P4 antagonist	Ba/F3 V617F tox	Calpain2 inh
COc1cc(OC)c(CN2CCN(c3ccc(F)cc3)CC2)cc1Br	6	-0.2	-14	0.8	2.7	0.2	-9	-1	2
NNC(=O)C12CC3CC(C1)CC(n1ncnn1)(C3)C2	5	0.3	29	3.0	0.3	0.6	-3	-1	-7
Cn1c(SCC(=O)NCc2ccco2)nnc1-c1cccs1	0	0.8	-11	-1.2	-2.3	0.3	2	-4	3
Cn1cc(Cl)c(-c2n[nH]c(=S)n2C2CCCCC2)n1	5	-0.3	-16	1.4	-1.6	0.6	1	0	19
c1ccc(-c2noc(CN3CCN(c4cnccn4)CC3)n2)cc1	-4	0.4	20	1.6	1.9	1.9	-8	-5	-9
CCSc1cc(N2CCCC2)nc(-c2ccccc2)n1	4	0.5	64*	1.2	1.7	0.7	3	-1	-9
COc1ccc(C(=O)N2CCc3cc(OC)c(OC)cc3C2)cc1OC	1	-0.2	7	2.4	-0.1	0.7	-5	-1	4
Cc1ccccc1CNC1CCCCC1	4	0.7	33	-1.1	-0.1	0.8	7	-2	-13
O=Cc1cn(-c2ccccc2)nc1-c1cc2cc(O)ccc2oc1=O	4	-0.6	-1	-0.8	3.6	-0.6	-11	-2	-479
CCC(C)[C@H](NC(=O)NCc1ccc(Cl)cc1)C(=O)OC (some centres undefined)	3	0.8	7	0.1	-0.2	-0.3	7	-4	-5
COc1ccc(C/C(C)=N/NC(=S)Nc2ccccc2F)cc1	10	0.1	-48	0.0	-1.1	0.6	-3	2	-9
C=CCNC(=O)CN1C2CCCC1CC(NC(=O)c1ccccc1C)C2 (centres undefined)	1	-1.1	18	-0.3	0.3	0.3	-17	-1	20
N#CC1=C(SCc2ccccc2)NC(=O)CC1c1cccc(O)c1 (centres undefined)	-2	1.1	-14	0.8	0.4	0.3	16	-3	12
CCCOC(=O)c1ccc(NC(=O)C(=O)NCCN(CC)CC)cc1	12	0.2	-46	1.0	0.1	1.9	-4	3	-24
CC(CN1CCCCCC1)C(=O)NN (centres undefined)	8	-0.6	-10	-0.1	-1.8	0.8	2	3	15
C=CCn1c(SCC(=O)NC(=O)c2cccn2C)nc2ccccc2c1=O	3	0.5	-66	-0.7	0.5	0.2	-13	-2	-47
O=C(CNC(=O)c1ccccc1)OCc1nnc(-c2ccc(Cl)cc2)o1	3	0.3	11	-1.1	0.8	-0.1	-8	4	-14
Cn1c(SCC(=O)NCc2ccc3c(c2)OCO3)nnc1-c1cc2ccccc2cc1O	2	-0.7	-12&8	-1.2	-1.0	0.6	-12	-2	-32
CC(C)(C)C(=O)COC(=O)c1ccc(N)c([N+](=O)[O-])c1	2	0.8	-20	-0.4	1.5	0.4	-7	1	3
CC(=O)c1cccc(S(=O)(=O)NC2CC2)c1	6	1.0	17	1.3	1.4	0.7	-5	0	1
CCC(C)(C)NC(=O)CN(CCc1cccc(C)c1)C(=O)c1csnn1	2	0.1	-19	-1.2	1.1	-0.9	-6	-4	-15
Cc1ccc2oc(=O)c3cnn(CC(=O)N(CCC(C)C)Cc4ccco4)c3c2c1	5	0.2	-8	0.0	-0.8	0.0	-2	1	-16
Cc1sc2nc(SC3CCOC3=O)n(Cc3ccccc3)c(=O)c2c1C (centres undefined)	1	1.3	27	-1.1	-0.2	-0.1	-12	-2	-14
O=C(NC(c1ccccc1)c1ccccc1)C1(c2cccs2)CCOCC1	-3	-0.3	13	-2.6	-1.4	0.4	-5	-6	15
CC(=O)CCC(=O)OCC(=O)Nc1ccc(SC(F)F)cc1	6	0.4	-25	0.9	-3.0	-0.2	20	8	22

Profiles as entered above. Order of values: BaF3 tox | PERK inhibitor | EP2 modulator | TRPN1 ag | S1P4 agonist | TRPML3 agonist | S1P4 antagonist | Ba/F3 V617F tox | Calpain2 inh
NNC(=O)C12CC3CC(C1)CC(n1ncnn1)(C3)C2 is listed with 5 | 0.3 | 29 | 3.0 | 0.3 | 0.6 | -3 | -1 | -7
CC(=O)c1cccc(S(=O)(=O)NC2CC2)c1 is listed with 6 | 1.0 | 17 | 1.3 | 1.4 | 0.7 | -5 | 0 | 1
O=Cc1cn(-c2ccccc2)nc1-c1cc2cc(O)ccc2oc1=O is listed with 4 | -0.6 | -1 | -0.8 | 3.6 | -0.6 | -11 | -2 | -479
C=CCNC(=O)CN1C2CCCC1CC(NC(=O)c1ccccc1C)C2 (centres undefined) is listed with 1 | -1.1 | 18 | -0.3 | 0.3 | 0.3 | -17 | -1 | 20
Cn1c(SCC(=O)NCc2ccco2)nnc1-c1cccs1 is listed with 0 | 0.8 | -11 | -1.2 | -2.3 | 0.3 | 2 | -4 | 3

Later entries
SMILES	BaF3 tox	PERK inhibitor	EP2 modulator	TRPN1 ag	S1P4 agonist	TRPML3 agonist	S1P4 antagonist	Ba/F3 V617F tox	Calpain2 inh
Cn1c(=O)[nH]c(=O)c2c1nc(Br)n2CC(O)COCc1ccccc1 (centres undefined)	-1	0.3	17	0.6	0.9	1.1	-12	-2	-26
Cc1ccc(C(=O)O)cc1NC(=O)C1CCCN1S(=O)(=O)c1cccc2nsnc12 (centres undefined)	7	0.0	14	-0.8	-1.0	0.9	-28	-1	8
CC(C)N(C(C)C)S(=O)(=O)c1ccc(NN)nc1	-4	1.2	-3	0.4	0.6	1.2	-7	-3	-4
Cc1ccc(NC(=O)c2ccc(F)c(S(=O)(=O)N3CCOCC3)c2)cc1F	8	0.6	-3	11	1.8	2.2	-15	1	16
O=C(CSC(=S)N1CCCCC1)N1N=CCC1c1ccccc1 (centres undefined)	3	-0.4	6	-0.5	4.3	2.1	-13	0	-9
O=C(Nc1ccc(S(=O)(=O)NC2=NCCCCC2)cc1)c1ccc(=O)[nH]c1	3	0.1	25	0.8	0.0	0.9	3	-2	-44
Cc1cccc(NC(=S)NCc2ccccn2)c1	1	1.0	12	0.4	1.7	0.5	-16	2	-11
CCOC(=O)N1CCN(c2cc(=O)n(-c3ccc(Br)cc3)c(=O)[nH]2)CC1	2	0.9	17	1.2	-1.1	1.0	3	-1	20
Brc1ccccc1C1=Nn2c(nnc2-c2ccccc2)SC1	32*	-0.6	58	-3.1	0.4	-1.1	1	37*	47
COc1ccc2cc(S(=O)(=O)N3CCN(C)CC3)ccc2c1	3	-0.5	-11	-0.2	0.1	0.8	13	-5	-11
C=CCOC(=O)/C(=C\c1ccccc1)NC(=O)c1ccc(C)cc1	3	0.6	19	-1.6	-0.3	-0.6	-6	-1	-25
O=C(Nc1cccc(NC(=O)c2ccco2)c1)c1ccc2c(c1)OCCO2	4	-0.2	-53	1.0	-2.2	0.2	4	3	29
CCCc1nc2ccc(NC(C)=O)cc2c(=O)n1Cc1ccc(Cl)cc1	7	0.2	-33&-5	3.2	0.0	0.6	-9	4	-39
COc1ccc2c(c1)c1c(n2C(C)=O)C(OC(C)=O)=NCC1	2	-1.0	13	-0.8	-0.2	-0.1	-15	-2	19
COc1ccc(-c2cc(-c3n[nH]c(=S)n3-c3cccc4ccccc34)[nH]n2)cc1	5	0.8	67*	-0.7	1.3	0.8	-5	1	-27
Cn1nccc1CNC(=O)c1c(Cl)cnn1C	5	1.3	18	0.6	-0.4	1.2	-18	4	4
Cc1cc(C)c(NC(=O)CS(=O)CC(=O)NCCCc2ccccc2)c(C)c1 (centres undefined)	1	-0.4	16	-0.2	-2.6	0.1	-9	4	18
O=C(NCCCn1ccnc1)Nc1ccc(Cl)c(Cl)c1	5	-0.2	-13	0.7	0.3	-0.4	8	2	-35
Cc1cc(C)c(C(=O)Nc2ccc(Br)c(C(F)(F)F)c2)c(C)c1	4	1.0	-70	-1.2	0.6	3.6	29*	-3	26
CCCCOC(=O)Nc1ccc(N(C)C)cc1	4	0.7	-26	0.8	-0.7	0.5	-1	-1	7
COc1cccc(NS(=O)(=O)c2cn(C)c(=O)n(C)c2=O)c1	1	0.6	27	1.4	1.7	1.1	-11	-4	-9
O=S(=O)(Nc1ncnc2sc3c(c12)CCC3)c1cc(F)ccc1F	-2	1.7	14	0.8	-0.3	1.2	2	-2	-6
CCn1c2ccccc2c2nnc(SCC(=O)NCc3cccs3)nc21	9	-1.3	16	-0.1	0.5	-0.6	-13	7	-20
CCOC(=O)C(NC(=O)CC)(Nc1ccccc1)C(F)(F)F (centres undefined)	3	0.2	46	-0.2	0.7	1.4	7	-2	16
COc1ccc(NC2=Nc3cccc4cccc2c34)cc1OC	1	-1.3	-44	0.4	0.7	0.5	-5	1	1
More records follow:
SMILES	BaF3 tox	PERK inhibitor	EP2 modulator	TRPN1 ag	S1P4 agonist	TRPML3 agonist	S1P4 antagonist	Ba/F3 V617F tox	Calpain2 inh
CCCCNC(=O)Cn1c(-c2ccc(OC)cc2)noc1=O	12	0.8	14	0.1	0.0	-1.0	-2	5	-20
CCCOc1ccc(/C(O)=C2/C(=O)C(=O)N(CCCn3ccnc3)C2c2cccnc2)cc1 (centres undefined)	-1	1.4	38	1.5	2.1	0.6	-16	-1	12
CCCC1NC(=O)NC(C)=C1C(=O)OCC (centres undefined)	2	0.8	15	-0.9	1.2	0.6	1	-3	-24
CC1(C)CC(=O)C(=Cc2cn(-c3ccccc3)nc2-c2ccc(Cl)cc2)C(=O)C1	6	0.5	-32	1.2	-0.7	0.4	-15	-1	25
CCn1cc(CNC(=S)Nc2cccc3ccccc23)cn1	2	1.5	-31	-0.7	1.7	0.1	6	-4	-9
O=C(O)CCN1C(=O)/C(=C/c2cn(-c3ccccc3)nc2-c2cccs2)SC1=S	2	0.3	71*	1.6	1.0	0.9	-4	-4	1
O=C(c1nc2ccccn2c1CNCCn1ccc2ccccc21)N1CCOCC1	-3	-1.1	-5	0.2	0.0	0.6	-10	-2	-27
Cc1nc(C(=O)NCC(=O)c2ccccc2)c(C(F)(F)F)o1	5	0.6	-21	0.6	0.3	-0.2	6	6	19
O=C1C(=O)N(CCc2c[nH]c3ccccc23)C(c2cccnc2)/C1=C(/O)c1ccccc1 (centres undefined)	1	-0.4	38	-0.5	-0.7	0.1	-1	-3	-30

Assay outcomes: PubChem BioAssay, several laboratories
